# Source: PubChem (Fisher Drug Discovery Resource Center)
# hcGAS lum: inhibitors of human cGAS; Q8N884; recombinant h-cGAS, ATP depletion, Kinase-Glo luminescence; inhibition, % at 12.5 µM; hit rate 0.081% among 290,000; AID 1259398;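 further: 0% = vehicle reaction and 100% = reaction without DNA for no activity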
# Target sequence (Q8N884 whole entry, looked up): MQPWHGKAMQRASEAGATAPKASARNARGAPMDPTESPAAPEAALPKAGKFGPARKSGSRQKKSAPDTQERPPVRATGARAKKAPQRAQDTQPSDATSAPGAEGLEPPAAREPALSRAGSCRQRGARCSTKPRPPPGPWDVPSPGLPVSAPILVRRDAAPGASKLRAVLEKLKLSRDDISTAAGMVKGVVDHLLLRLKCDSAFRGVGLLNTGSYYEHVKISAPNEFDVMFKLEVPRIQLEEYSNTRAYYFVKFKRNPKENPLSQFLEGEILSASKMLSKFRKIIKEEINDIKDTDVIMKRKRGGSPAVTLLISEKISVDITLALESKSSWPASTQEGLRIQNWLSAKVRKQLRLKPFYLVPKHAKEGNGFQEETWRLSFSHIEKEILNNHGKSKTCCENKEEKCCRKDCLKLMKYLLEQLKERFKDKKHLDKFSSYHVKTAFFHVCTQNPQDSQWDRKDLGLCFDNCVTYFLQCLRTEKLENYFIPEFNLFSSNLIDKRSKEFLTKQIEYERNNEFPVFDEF
# mcGAS lum: inhibitors of mouse cGAS. recombinant cGAS, Kinase-Glo ATP depletion luminescence. hit rate 0.15% among 160,000. AID 1259399. inhibition, % at 12.5 µM;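 further: 0% = negative control wells and 100% = reference inhibitor with no enzyme activity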
# NPYLR7 ag: activates Aedes aegypti NPYLR7 receptor. AID 1259423. HEK293T NPYLR7/Galpha15, GCaMP6s calcium fluorescence. hit rate 0.15% among 270,000. activation, % at 10 µM; in the data active means activation above about 40%;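 further: 0% = vehicle and 100% = reference agonist at the receptor; some compounds past the cut are filed as inactive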
# Numbers without * were called inactive; nt = not tested or not shown; & = joins results of further samples. Unless noted, no stated cut-off is given here; in the data, active means inhibition above about 40%; inactive means the rest. Hits appear at their usual frequency, and some 0.27% of all compounds hit somewhere here.
SMILES,hcGAS lum,mcGAS lum,NPYLR7 ag
COc1ccccc1OCc1cc(C(=O)NCc2ccccc2)n[nH]1,-8,nt,18
COc1ccc(CC2CCN(C(=O)c3cc(Cl)cc(Cl)c3)CC2)cc1,2,-4,3
C=CCN(Cc1csc(COc2c(OC)cccc2OC)n1)C(=O)c1ccc2c(c1)OCO2,-1,-8,4
Cc1ccc(Cl)cc1-n1nnc(C(=O)Nc2ccccc2Cl)c1C,1,2,-2
CCC(=O)N1CCCC1(C)C(=O)Nc1ncc(C)s1 (stereo unspecified),-17,-8,6
COc1ccc(CN(CCc2c[nH]c3ccccc23)C(=O)CN(C(=O)c2ccc(C(F)(F)F)cc2)C(C)C)cc1OC,2,2,-5
C=C(C)Cn1c(SCCc2ccccc2)nc2c1c(=O)n(C)c(=O)n2C,-9,-9,nt
Cc1ccc(-c2ccc(=O)n(CCCNS(C)(=O)=O)n2)cc1,0,nt,0
O=C(C=Cc1ccco1)N(Cc1ccccc1)Cc1nc2ccccc2c(=O)[nH]1,2,-4,5
Cc1ccccc1Oc1cc(N2CCCC2)ncn1,-7,-4,7
Cc1nn(C)c(C)c1CC(=O)NC1(c2ccc(Cl)cc2)CCC1,-13,nt,-1
Cc1cccc(-c2n[nH]c(=S)n2CC(=O)N2CCC(CCc3ccccc3)CC2)c1,-5,nt,4
CCCCCC(=O)Nc1c(-c2ccc(Cl)cc2)nc2cc(C)ccn12,-6,-7,-2
CCCCOc1ccc(C(=O)N2CCN(C(=O)CCCCSc3nnc(-c4ccco4)n3-c3ccc(OC)cc3)CC2C)cc1 (stereo unspecified),-17,-6,-2
S=c1[nH]nc(-c2cccnc2)n1-c1cccc2ccccc12,-6,-2,-11
CCCNC(=O)C(NS(=O)(=O)c1ccccc1)C1CCNCC1 (stereo unspecified),-3,nt,34
CCS(=O)(=O)Oc1cccc(CN(C(=O)c2cc(OC)cc(OC)c2)C(C)C)c1,4,3,-16
CCOc1ccccc1N1CCN(C(=O)c2nccnc2N)CC1,-7,nt,2
OCC(O)C(O)C(O)CO (stereo unspecified),-3&-5,-4,-8
O=C(CCCN1C(=O)c2cccc3cccc(c23)C1=O)NCCc1ccccc1,1,nt,9
CCOC(=O)c1c(NC(=O)CCCCCN2C(=O)c3ccccc3C2=O)sc(C)c1C,-7,-5,-3
CCOC(=O)CCCCCC(=O)Nc1nc(-c2onc3c2CCCC3)c(C)s1,3,0,3
Cc1cnccc1N1CCCN(Cc2ccc(C#CC(C)(C)O)cc2)CC1,-2,nt,-1
CCc1ccccc1NC(=O)CN(c1ccc(C)cc1)S(=O)(=O)c1ccc(OC)c(OC)c1,2,3,-23
CCN1CCN(c2cc(C)nc3c(-c4ccccc4OC)c(C)nn23)CC1,-1,-3,2

# Later entries:
SMILES,hcGAS lum,mcGAS lum,NPYLR7 ag
CC(=O)N1CCC(C(=O)NCc2cccnc2N(C)C2CCCCC2)CC1,-3,nt,7
CCCCC(CC)C(=O)Nc1ccc(N2CCCC2)c(C(=O)NC(C)c2ccccc2)c1 (stereo unspecified),4,-8,6
Cc1ccc(-c2cc(C)n3nc(N4CCOCC4)c(C#N)c3n2)cc1,-2,nt,0
Cc1ccc(NS(=O)(=O)c2c(C)c(C)c(C)c(C)c2C)c(C)c1O,-6,nt,-5
COc1ccc(-c2nc3ccc(C)cn3c2NC(=O)c2ccc(Br)cc2)cc1OC,-7,-9,-3
COc1cccc(CN2CCN(c3nc4ccccc4n3CCO)CC2)c1F,-4,-10,10
Cc1ccc(Cl)cc1NC(=O)Cn1nc(-c2ccccc2)c2sc(N3CCOCC3)nc2c1=O,-7,-9,-3
CC(=O)O[C@H]1[C@H](NC(=O)c2cc3ccccc3c(=O)o2)[C@H]2O[C@@H]1c1ccccc12,-5,-8,0
Cc1ccc(Cn2nnc3c(SCC(=O)c4ccccc4)ncnc32)cc1,-5,1,17
Cc1ccc(CN2CCN(Cc3cccnc3N)CC2=O)cc1,-4,-11,7
CCCc1ccc(-c2ccc(C(=O)N3CCCC(O)(CO)CC3)cc2)cc1 (stereo unspecified),-9,-9,6
CCCN(CC(=O)Nc1ccc(Cl)cc1Cl)C(=O)c1ccc2c(c1)OCCCO2,-13,nt,3
COCCCN(Cc1ccsc1)Cc1ccc(C(O)(c2cccc(F)c2)c2cccc(F)c2)o1,0,-3,-8
CCOC(=O)c1c(CN2CCCC2)n(C2CCCCC2)c2cc(Br)c(O)cc12,0,-4,-1
CCCOc1ccc(CSc2nncn2N)cc1,-3,nt,1
CC(C)(C)C1CCC(c2nc(C3CCOC3)no2)CC1 (stereo unspecified),-16,-8,nt
O=C(CC1CCS(=O)(=O)C1)NCc1cccnc1Oc1ccccc1F (stereo unspecified),3,1,4
Nc1nnc(SCC(=O)Nc2nnc(-c3cccc([N+](=O)[O-])c3)s2)s1,-5,-4,-5
CCCN(C)c1cc(CC)nc(SCc2ccc(C(=O)NCCN3CCOCC3)cc2)n1,-5,-8,3
CCC(C(=O)O)c1ccccc1 (stereo unspecified),-5,-3,nt
O=C(NCc1ccccn1)C(Cc1ccccc1)NC(=O)C1CC(c2ccc(F)cc2)=NO1 (stereo unspecified),4,0,-2
CC1=CC(=O)N(CC2COc3ccccc3O2)C1=O (stereo unspecified),-5,-2,-2
O=C1CC(N2CCSCC2)C(=O)N1c1ccc(I)cc1 (stereo unspecified),-9,-6,-5
Cc1ccc(NC(=O)CSC(F)(F)F)c2[nH]ncc12,-10,nt,7
C=CCOC(=O)c1sc(N2C(=O)C(O)=C(C(=O)c3cccs3)C2c2ccccc2OC)nc1C (stereo unspecified),-3,-1,7

# Continued:
SMILES,hcGAS lum,mcGAS lum,NPYLR7 ag
Cc1ccc(F)cc1S(=O)(=O)NCC(C)(C)NS(C)(=O)=O,-7,nt,6
Cc1cc(CNC(=O)CCNC(=O)c2ccccc2F)c2[nH]c(C)c(C)c2c1,-5,-13,6
CC(NC(=O)c1ccc(-c2ccc(F)cc2)s1)c1cccc2ccccc12 (stereo unspecified),-3,2,4
COc1ccccc1C1Oc2ccccc2C2CC(c3ccccc3)=NN21 (stereo unspecified),-4,-7,-9
Cc1ccc(CNC(=O)Nc2ccn(Cc3cccnc3)n2)c(C)c1,-3,nt,1
COc1cc(C2CC2(C#N)C(=O)N2CCOCC2)ccc1OCc1ccc(F)cc1 (stereo unspecified),-9,nt,2
CCOC(=O)c1sc(NC(=O)c2ccoc2C)nc1C,-2,-5,-1
CCCCOC(=O)C(C)Sc1nc2cc(S(=O)(=O)N(CC)CC)ccc2n1Cc1ccco1 (stereo unspecified),-8,-3,16
COc1cccc(-c2cc(C(=O)NCc3ccco3)n3nc(C(C)(C)C)cc3n2)c1,-2,-7,8
Cc1cc(=O)n(Cc2ccc(Cl)cc2)c(SCC(N)=O)c1C#N,-8,nt,8
CC1CN(CCCS(C)(=O)=O)CCN1c1ccc2nncn2n1 (stereo unspecified),4,nt,2
COCCn1cc(NC(=O)NCCc2cccc(OC)c2)c2ccccc21,-13,nt,15
CC(=O)NC1CCN(c2ccccc2C(=O)N2CCN(c3ccccc3C)CC2)CC1,-1,nt,3
CCOC(=O)Cn1ncc2ccc(NC(=O)NCC(O)c3ccc(F)c(F)c3)cc21 (stereo unspecified),6,nt,-1
O=C1CC(c2ccccc2)CC2=Nc3ccccc3NC(c3ccccc3F)C12 (stereo unspecified),-4,-5,0
C/C(CC1CC(C)(C)OC1=O)=N/Nc1nc(-c2ccccc2)cs1 (stereo unspecified),-2,nt,-4
COc1cc(CN2CCC(C(=O)NC(c3ccc(-c4ccccc4)cc3)c3cnccn3)CC2)cc(OC)c1 (stereo unspecified),2,1,-1
Cn1cc(CCOc2ccc(Br)cc2C=O)cn1,-8,-12,2
CC(=O)N(c1ccccc1)c1nc(C=C2N=C(c3ccccc3Cl)OC2=O)cs1,-4,nt,43
CCOC(=O)[C@@H]1CN(C(=O)OCc2ccccc2)[C@H]2c3ccc(OC)cc3O[C@@H]12,-5,-7,4
O=C(c1ccc(O)cc1)C1CCN(C(=O)Nc2ccc(F)cc2)CC1,-10,nt,14
O=C(Cn1cnc2c(nnn2-c2ccc(OC(F)(F)F)cc2)c1=O)N1CCCCCC1,-8,-9,-5
O=S(=O)(c1ccc(Cl)cc1)N1CCCC(Nc2ccc(F)cc2)C1 (stereo unspecified),-2,-4,23
COc1ccc(NC(=O)N(CC(=O)N(Cc2ccc(F)cc2)Cc2sccc2C)C(C)C)c(OC)c1,-4,-4,-3
Cc1sc2nc(CNCc3cn(CCC(N)=O)c4ccccc34)cn2c1C,2,nt,-5

# Of the compounds above, these contain a tert-butyl group.
SMILES,hcGAS lum,mcGAS lum,NPYLR7 ag
CC(C)(C)C1CCC(c2nc(C3CCOC3)no2)CC1 (stereo unspecified),-16,-8,nt
COc1cccc(-c2cc(C(=O)NCc3ccco3)n3nc(C(C)(C)C)cc3n2)c1,-2,-7,8

# (listing goes on)
SMILES,hcGAS lum,mcGAS lum,NPYLR7 ag
O=C1C(C(c2ccccc2Cl)N2CCN(CCO)CC2)Sc2nc(-c3ccco3)nn21 (stereo unspecified),1,3,-5
CCOC(=O)CN(CC1CC1)[C@H]1[C@H](O)[C@@H]2O[C@H]1c1ccccc12,6,2,3
CC(NS(=O)(=O)N1CCOCC1)c1ccc(C(F)(F)F)cc1 (stereo unspecified),5,nt,-6
Cc1ccc(Nc2ncnc3c2nnn3C)cc1C,-11,nt,12
CCCN(Cc1c(C)nn(-c2ccccc2)c1Oc1ccc(C)cc1)CC(O)COc1ccccc1 (stereo unspecified),-6,nt,3
CN(Sc1ccccc1[N+](=O)[O-])c1ccccc1,1,0,13
O=C(NN=Cc1c[nH]c2ccccc12)c1ccc([N+](=O)[O-])cc1,-5,nt,0
Cc1ccccc1N1CCN(C2CCCN(C(=O)c3cnsn3)C2)CC1 (stereo unspecified),-9,-4,-1
CC(C)N(Cc1nccn1C)C1CCCNC1 (stereo unspecified),-8,nt,20
CCC(CC)C(=O)N(Cc1ccc(F)cc1)Cc1cc(NC(=O)C2CCCC2)ccc1N(C)C,-3,-1,5
Cc1cc(C)nc(CN(C)C(=O)c2ccccc2C2CCNC2)c1 (stereo unspecified),-1,-14,5
O=C(CCN(CCCN1CCOCC1)c1nc(-c2cccs2)nc2ccccc12)N1CCCC1,-8,-9,-4
CCOC(=O)Cc1c(C)nc2ncnn2c1N1CCN(C(=O)C(CC)c2ccccc2)CC1 (stereo unspecified),-6,-5,nt
CCNC(=O)N1CCc2onc(C(c3ccccc3)c3ccccc3)c2C1,-9,-14,15
Cc1cccc(CSc2nc(Oc3ccccc3F)cc(C(F)(F)F)n2)c1,-4,-4,0
CCOCC(=O)NCC(c1ccc(C)cc1)N1CCN(C)CC1 (stereo unspecified),4,-8,-1
Cc1c(O)ccc(-c2[nH]ncc2-c2nc3ccccc3s2)c1O,-4,-7,-4
COc1cc2c(cc1OC)CC1(CCCC1)N=C2,-3,nt,-9
CCOC(=O)C1(C)CCCN1C(=O)c1ccc(F)c(Cl)c1 (stereo unspecified),-11,nt,2
CCC(C)N(Cc1c(-c2ccc(F)cc2)noc1N1CCN(C)CC1)C(=O)NC(C)C (stereo unspecified),-3,-7,12
CN(Cc1ccc(Cl)cc1)Cn1nc(C2CCS(=O)(=O)C2)oc1=S (stereo unspecified),-4,nt,9
O=C(NCc1ccc(C(=O)N2CCCCC2)cc1)c1ccccc1F,-20,nt,6
CCOc1nn(CC)cc1-c1nnc(SC)n1C,-8,-9,12
C=C(C)Cn1c(=O)c2c(nc3n(C(C)c4ccccc4)c(C)c(C)n23)n(C)c1=O (stereo unspecified),0,-7,2
CC(=O)NC(Cc1ccccc1F)C(=O)N1CCN(Cc2ccc(-c3noc(-c4ccco4)n3)cc2)CC1 (stereo unspecified),-1,-5,19

# 2 compounds picked at random from those above:
SMILES,hcGAS lum,mcGAS lum,NPYLR7 ag
O=C(NCc1ccc(C(=O)N2CCCCC2)cc1)c1ccccc1F,-20,nt,6
COc1cc2c(cc1OC)CC1(CCCC1)N=C2,-3,nt,-9

# Exported with bars between the fields: 2 of the compounds above
SMILES | hcGAS lum | mcGAS lum | NPYLR7 ag
CCOC(=O)Cn1ncc2ccc(NC(=O)NCC(O)c3ccc(F)c(F)c3)cc21 (stereo unspecified) | 6 | nt | -1
O=C1CC(c2ccccc2)CC2=Nc3ccccc3NC(c3ccccc3F)C12 (stereo unspecified) | -4 | -5 | 0

# Rewritten with two lines to a compound: part of the list above
# Every second line gives: hcGAS lum | mcGAS lum | NPYLR7 ag
> CCOc1nn(CC)cc1-c1nnc(SC)n1C
  -8 | -9 | 12
> Cc1ccc(Nc2ncnc3c2nnn3C)cc1C
  -11 | nt | 12
> CCOC(=O)Cc1c(C)nc2ncnn2c1N1CCN(C(=O)C(CC)c2ccccc2)CC1 (stereo unspecified)
  -6 | -5 | nt
> CCOC(=O)C1(C)CCCN1C(=O)c1ccc(F)c(Cl)c1 (stereo unspecified)
  -11 | nt | 2
